CHT PAM: human CHT allosteric activation | Q9GZV3 | CHT-expressing cells, membrane potential dye, choline EC20; hits give high values; LV-AA mutant CHT in HEK293 cells | B-score at 10 µM | hit rate 0.49% among 310,000;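 active = initial fluorescence not abnormally high and integrated response B-score, plate-corrected, over 3 SD above library mean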
Target sequence (Q9GZV3 whole entry, looked up): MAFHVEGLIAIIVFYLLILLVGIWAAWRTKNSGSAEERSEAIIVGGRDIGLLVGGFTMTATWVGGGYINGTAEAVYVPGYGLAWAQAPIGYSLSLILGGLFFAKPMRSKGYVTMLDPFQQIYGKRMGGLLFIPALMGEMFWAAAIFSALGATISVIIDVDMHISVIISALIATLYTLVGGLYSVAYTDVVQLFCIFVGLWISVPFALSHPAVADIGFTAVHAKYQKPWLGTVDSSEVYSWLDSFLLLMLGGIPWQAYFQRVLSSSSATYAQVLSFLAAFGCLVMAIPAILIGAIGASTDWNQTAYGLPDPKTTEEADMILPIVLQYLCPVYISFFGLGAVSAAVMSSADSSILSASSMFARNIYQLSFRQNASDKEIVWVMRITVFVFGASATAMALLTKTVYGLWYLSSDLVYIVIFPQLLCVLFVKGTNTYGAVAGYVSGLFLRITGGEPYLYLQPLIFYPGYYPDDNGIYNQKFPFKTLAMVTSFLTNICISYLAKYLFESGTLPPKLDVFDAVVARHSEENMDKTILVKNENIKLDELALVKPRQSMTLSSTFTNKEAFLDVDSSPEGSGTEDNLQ
OX1R antag: blocks the human orexin 1 receptor; CHO/OX1R cells, Fluo-8 calcium fluorescence, orexin A; inhibition, % at 5 µM; hit rate 0.43% among 330,000; AID 434989;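 active = inhibition above its plate's threshold, mean inhibition of all tested compounds on the plate plus 3 SD, cut at about 37% in these data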;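 note: 0% = orexin A challenge wells and 100% = SB-334867-A antagonist wells; not every result past the cut was called active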
Target sequence (O43613 whole entry, looked up): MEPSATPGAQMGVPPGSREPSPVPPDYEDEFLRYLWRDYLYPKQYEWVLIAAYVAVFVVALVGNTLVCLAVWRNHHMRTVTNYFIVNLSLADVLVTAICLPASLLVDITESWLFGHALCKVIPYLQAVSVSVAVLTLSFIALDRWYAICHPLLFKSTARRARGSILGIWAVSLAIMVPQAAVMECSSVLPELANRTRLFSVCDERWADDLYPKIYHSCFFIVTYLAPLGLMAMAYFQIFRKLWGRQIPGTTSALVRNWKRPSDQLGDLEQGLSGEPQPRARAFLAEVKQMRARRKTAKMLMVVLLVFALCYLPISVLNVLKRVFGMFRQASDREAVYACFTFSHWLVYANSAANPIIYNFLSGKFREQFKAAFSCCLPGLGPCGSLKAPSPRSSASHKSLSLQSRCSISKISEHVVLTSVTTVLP
* = called active by the depositor; i = inactive; / = not tested or not shown. The order is random; 0.83% or so of the library scored in one or more.

Results follow in this order: OX1R antag | CHT PAM
Cc1nnc(NC(=O)c2ccc(S(=O)(=O)N3CC(C)CC(C)C3)cc2)o1 (stereo not drawn)
    -23.2 | i
CCCNC(=O)c1cccc(Cn2cc(Br)c([N+](=O)[O-])n2)c1
    -3.8 | i
CCCCOc1ccc(C(=O)Oc2cc(C)[nH]c(=O)c2[N+](=O)[O-])cc1
    10.1 | i
CC(=O)Nc1nc2c(F)cccc2s1
    -7.9 | i
FC(F)(F)COc1ccc(-n2ccnc2)nn1
    20.5 | i
Cc1ccc(C(=O)OCC(=O)Nc2cc(S(C)(=O)=O)ccc2Cl)cc1S(=O)(=O)N1CCCCC1
    -18.6 | i
Cc1cc(C(=O)NCC(c2cccs2)N2CCOCC2)ccc1[N+](=O)[O-] (stereo not drawn)
    -18.1 | i
Cc1ccccc1-n1nc(C)c(N=O)c1N
    -12.7 | i
CCOc1ccccc1OCCCC(=O)Nc1cccc(S(=O)(=O)N2CCOCC2)c1
    -23.1 | /
O=C(c1ccc(C#CC2(O)CCCCC2)cc1)N1CCN(Cc2ccccc2)CC1
    -14.8 | i
O=C(CSc1ncnc2c1oc1ccccc12)Nc1nc2ccccc2s1
    -16.0 | i
Clc1ccc(Oc2cccc(/C=N/n3cnnc3)c2)cc1
    -6.8 | i
COCCNC(=O)c1ccc2c(=O)n(Cc3ccco3)c(SCC(=O)NC3CCCCC3)nc2c1
    -24.1 | i
Cc1cccc(C)c1OCc1n[nH]c(=S)n1N
    -2.0 | i
COCCCNC(=O)c1ccc(N(C)S(=O)(=O)c2ccc(OC)cc2)cc1
    -0.2 | i
COc1cccc(N2CCN(c3ccc4nnc(CCC(=O)Nc5ncccc5C)n4n3)CC2)c1
    4.5 | i
COc1ccc2[nH]c(C(=O)N3CCC(Cc4ccccc4)CC3)cc2c1
    -30.0 | i
COc1ccc(NC(=O)CC2C(=O)N(c3cccc(OC)c3)C(=O)N2CCC(C)C)cc1 (stereo not drawn)
    -17.1 | i
O=C(O)C1C2C=CC(C2)C1C(=O)Nc1ccc(Cl)c(Cl)c1 (stereo not drawn)
    5.4 | i
C=CCn1c(SCC(=O)Nc2c(C)n(C)n(-c3ccccc3)c2=O)nnc1-c1cccnc1
    13.4 | /
COc1ccc(C)cc1N/C(N)=N/c1nc(C)cc(C)n1
    -19.2 | i
COc1ccc(NC(=O)/C(C#N)=C/c2ccc(OCc3ccccc3F)cc2)cc1
    -8.9 | i
COc1ccc(OCc2nn3c(-c4ccccn4)nnc3s2)cc1
    -24.2 | i
O=C(c1ccccc1)c1sc(N2CCOCC2)nc1-c1ccccc1
    -21.4 | i
CCCNC(=O)CSc1nc(Cc2ccccc2)nc2ccccc12
    -27.7 | i
OCC1(Cc2ccccc2)CCN(Cc2ccccn2)CC1
    -18.1 | i
Cc1ccc(C(=O)/C=C/c2ccc(-c3ccccc3[N+](=O)[O-])o2)cc1
    -11.6 | i
COc1ccc(C(C(=O)NC2CCCCC2)N(CC2CCCO2)C(=O)CNC(=O)c2ccco2)cc1 (stereo not drawn)
    -26.5 | i
O=C(N/N=C/c1cccnc1)C12CC3CC(CC(C3)C1)C2
    -10.3 | i
O=C(N/C=N/OCc1cccc(C(F)(F)F)c1)N1OC[C@@H]2COc3ccc4ccccc4c3[C@@H]21
    -18.8 | i
CCC(C)(C)NC(=O)c1ccc(Br)o1
    -5.5 | i
COc1ccccc1CNC(=O)c1ccc(OC(C)C)cc1
    -4.3 | i
O=C(Nc1ccnn1C1CCN(C(=O)Cc2cccc(Cl)c2)CC1)C1CC1
    -2.4 | i
O=C(CN1CCN(S(=O)(=O)c2ccc(Br)cc2)CC1)N/N=C/c1cccs1
    -25.2 | i
COc1ccc(C2C(C(=O)c3ccco3)=C(O)C(=O)N2c2nnc(C)s2)cc1OC (stereo not drawn)
    -3.4 | i
Cc1nnc2c3ccccc3c(-c3cccs3)nn12
    -11.3 | i
CCN(C(=O)CN1C(=S)NC(C)(C)CC1C)c1ccc(C)c(C)c1 (stereo not drawn)
    -7.5 | i
O=C(CSc1nnc(C2CC2)n1CC1CCCO1)Nc1cccc(Cl)c1 (stereo not drawn)
    -2.0 | i
Cc1csc(NC(=O)CN2C(=O)c3ccccc3C2=O)c1C(N)=O
    -13.8 | i
CN(C)CCCNCCNC(=O)/C=N\O
    -2.3 | i
COc1ccc(N2CCN(S(=O)(=O)c3ccc(C(=O)NC4CCCC4)cc3)CC2)cc1
    -18.6 | i
CC(=O)N1CCN(C(=O)c2ccc3c(c2)S(=O)(=O)c2ccccc2C3=O)CC1
    -10.6 | i
COc1ccccc1CNC(=O)COc1ccc(S(=O)(=O)N2CCCC2)cc1
    -17.3 | i
Oc1ccc(Cl)cc1C1=NNC(c2ccc(Cl)cc2)C1 (stereo not drawn)
    -5.3 | i
O=c1c2ccccc2nc(/C=C/c2ccc(Cl)cc2)n1CCO
    -42.5 | i
Cc1nonc1OCCNc1ccc([N+](=O)[O-])cc1
    2.5 | i
CC1CCCCN1S(=O)(=O)c1ccc(S(=O)(=O)N(Cc2ccccc2)Cc2ccco2)cc1 (stereo not drawn)
    34.1 | i
O=C(c1ccccc1)N1CCn2c1nc1ccccc12
    -3.9 | i
O=C(Nc1ccc(S(=O)(=O)Nc2cnc3ccccc3n2)cc1)c1cc(F)c(F)cc1Cl
    -9.2 | i
COc1cc(C(=O)NCCCN2CCCC2=O)cc(OC)c1OC
    0.8 | i
COc1cc(NC(=O)C/C(C)=N/NC(=O)c2ccccn2)c(OC)cc1Cl
    -18.1 | i
O=C(COc1ccc(S(=O)(=O)N2CCOCC2)cc1)NCc1ccccn1
    0.3 | i
COc1ccc2cc(S(=O)(=O)N3CCCC(C)C3)ccc2c1 (stereo not drawn)
    -26.1 | i
O=C(Nc1ccccc1C(=O)NCc1cccnc1)c1cccc([N+](=O)[O-])c1
    -11.2 | i
COc1ccc(OC(=O)c2cnc3n(c2=O)CCS3)cc1
    -2.3 | i
COc1ccc(Cn2c(O)c(/C=C3/C=CC=N3)c(=O)[nH]c2=O)cc1
    -6.0 | i
O=C(Nc1cccc(Cl)c1)NC1(C(=O)NCc2cccs2)CCCCC1
    -11.6 | i
Cc1ccc2nc(C3CCCN(C(=S)Nc4ccccc4C)C3)[nH]c2c1 (stereo not drawn)
    10.6 | i
Cc1ccc2c(C)c(C(=O)N3CCN(c4cnccn4)CC3)oc2c1C
    -49.9 | i
COc1ccccc1CNc1ncccc1[N+](=O)[O-]
    -19.9 | i

Next section.
Results follow in this order: OX1R antag | CHT PAM
C=CCN(c1ccc(C(=O)Nc2ccc3c(c2)OCO3)cc1)S(C)(=O)=O
    -16.6 | i
CS(=O)(=O)N1CCN(C(=O)c2cc(-c3cccnc3)nc3ccc(Cl)cc23)CC1
    -25.2 | i
Cc1cccc(NC(=O)/C(=C\c2ccco2)NC(=O)c2cccs2)c1
    -11.2 | i
COc1cccc(CN(CC2CCCO2)S(=O)(=O)c2ccc(S(=O)(=O)NCC3CCCO3)cc2)c1OC (stereo not drawn)
    -15.9 | i
CCOc1ccc(-c2nnc(-c3ccncc3)o2)cc1OCC
    -8.0 | i
Cc1ccc(S(=O)(=O)N2CCN(C(=O)C3CCN(C(=O)c4ccc(F)cc4)CC3)CC2)c(C)c1
    -25.2 | i
O=C(Nc1ccccc1C(=O)O)c1ccc(Br)o1
    -5.8 | i
COc1ccccc1Nc1nc2cc(C)ccc2cc1C#N
    -19.7 | i
CC1CCN(C2CC(=O)N(c3ccccc3)C2=O)CC1 (stereo not drawn)
    -9.8 | i
Cc1ccc(Nc2c(-c3ccccn3)nc3cccc(C)n23)cc1
    -43.2 | i
Cc1c(C)c(C)c(CN2CCCC2)c(C)c1C
    -6.0 | i
CC(=O)NN1C(=O)/C(=C2/Sc3ccc(Cl)cc3N2C)SC1=S
    -4.4 | i
CCOC(=O)c1c(NC(=O)Cn2nc(C(F)(F)F)cc2C)sc(C)c1C
    -20.1 | i
O=C(CNC(=O)c1cccc(Cl)c1)N/N=C/c1cccnc1
    -7.7 | i
CCn1c(CNC(=O)c2ccco2)nnc1SCC(=O)c1ccc(F)cc1
    -12.9 | i
C#Cc1ccc([C@H]2C=C(C(=O)NCc3ccccc3)O[C@@H](OCC)[C@@H]2CCCO)cc1
    -16.7 | i
O=[N+]([O-])c1cc(/C=N\O)ccc1Oc1ccc(F)cc1
    -1.7 | i
Cc1ccc(C)c(NC(=S)N2CCC(NC(=O)c3ccccc3)CC2)c1
    -13.8 | i
CCOC(=O)CSc1nc2ccccc2c(=O)n1CC1CCCO1 (stereo not drawn)
    -33.2 | i
COc1cccc(/C=C/C(=O)OCC(=O)Nc2cccc(S(=O)(=O)NC3=NCCCCC3)c2)c1
    -10.1 | /

Two of these compounds in a different format:
Cc1nnc(NC(=O)c2ccc(S(=O)(=O)N3CC(C)CC(C)C3)cc2)o1 (stereo not drawn)
  OX1R antag: -23.2 | CHT PAM: i
CCOC(=O)CSc1nc2ccccc2c(=O)n1CC1CCCO1 (stereo not drawn)
  OX1R antag: -33.2 | CHT PAM: i

(next part)
Results follow in this order: OX1R antag | CHT PAM
COc1ccc(NS(=O)(=O)c2ccc(N3CCCC3)c(NC(=S)Nc3ccc(SC(F)F)cc3)c2)cc1
    11.4 | i
CNC(=O)NC(=O)C(OC(=O)CCNS(=O)(=O)c1ccccc1)c1ccccc1 (stereo not drawn)
    -22.6 | i
COc1ccccc1/C=N/NC(=O)c1ccc(CN2C(=O)c3cccc4cccc2c34)cc1
    -15.6 | i
CCn1c(SCc2nc3ccccc3c(=O)[nH]2)nnc1C(C)NC(=O)c1ccccc1 (stereo not drawn)
    -37.0 | i
O=C(NCc1ccccc1)c1ccc(S(=O)(=O)N2CCCC2)cc1
    -1.2 | i
COc1cccc(C(=O)Cn2c(=O)n(CC3CCCO3)c(=O)c3ccccc32)c1 (stereo not drawn)
    -27.0 | i
Cc1cccc(NC(=O)CSc2nnc(NC(=O)CN3CCCCC3)s2)c1
    -14.8 | i
CCC(O)(c1ccccc1)C(CN1CCOCC1)c1ccccc1 (stereo not drawn)
    -26.1 | i
C/C(=N/Nc1ncc(Br)cn1)c1ccc([N+](=O)[O-])cc1
    -17.0 | i
OCC[C@H]1C[C@@H](O)[C@H](O)[C@@]2(CCCc3ccccc3O2)O1
    -16.2 | i
C[C@H](CO)N1C[C@H](C)[C@@H](CN(C)C(=O)Nc2ccccc2)Oc2ccc(NC(=O)Nc3ccc4c(c3)OCO4)cc2C1=O
    -5.0 | /
CCOCc1nnc(NC(=O)CSCc2ccccc2)s1
    -12.3 | i
O=C1N/C(=N/N=C/c2ccccc2)SC1(c1ccccc1)c1ccccc1
    -5.3 | i
CC(C)c1onc(C(=O)NC(C)c2ccccc2)c1[N+](=O)[O-] (stereo not drawn)
    0.7 | i
Cc1occc1C(=O)Nc1cc(C(F)(F)F)ccc1Cl
    -22.1 | i
COc1ccc(-c2cc(=O)[nH][nH]2)cc1
    -3.5 | i
O=C(NCc1cccnc1)C1CCCN(S(=O)(=O)c2cccc3nsnc23)C1 (stereo not drawn)
    -12.2 | i
COc1ccc(NC(=O)Cc2ccc(C)c(C)c2)cc1S(=O)(=O)N1CCCCC1
    -6.9 | /
CC(C)c1nnc2c(N(C)S(=O)(=O)c3ccccc3)nc3ccccc3n12
    -16.9 | i
Cc1ccc(-c2cc(-c3ccccc3Cl)c(C#N)c(N)n2)o1
    -14.4 | i

Record cards (already shown).
Cc1cccc(NC(=O)CSc2nnc(NC(=O)CN3CCCCC3)s2)c1 as listed: OX1R antag = -14.8; CHT PAM = i
CCOCc1nnc(NC(=O)CSCc2ccccc2)s1 as listed: OX1R antag = -12.3; CHT PAM = i
COc1ccc(NS(=O)(=O)c2ccc(N3CCCC3)c(NC(=S)Nc3ccc(SC(F)F)cc3)c2)cc1 as listed: OX1R antag = 11.4; CHT PAM = i

Next compounds follow.
Results follow in this order: OX1R antag | CHT PAM
COC(=O)c1ccccc1Sc1c(/C=N/OCc2ccc(Cl)cc2)c(C(F)(F)F)nn1C
    -10.2 | i
CCC(C)NC(=O)CSc1nc2ccc(N3CCOCC3)cc2c(=O)n1CCc1ccccc1 (stereo not drawn)
    -19.8 | i
Clc1ccc(C2=Nn3c(nnc3-c3n[nH]c4c3CCC4)SC2)cc1Cl
    -23.4 | i
Cc1cc(/C=C(\C#N)C(=O)OCC(=O)NC(=O)NC(C)(C)C)c(C)n1CCC(C)C
    -32.5 | i
CCOC(=O)C(C(=O)OCC)C(C)C#CCN1CCCCC1 (stereo not drawn)
    -2.5 | i
CCOc1ccc(/C=N/NC(=S)NC2CC3CC2C2C=CCC32)cc1 (stereo not drawn)
    -40.3 | i
CN(C)CCCNC(=O)c1ccc2[nH]c3ccccc3c2c1
    -16.2 | i
CCOc1ncccc1C(=O)N=c1sccn1C
    -6.8 | i
O=C(CCC(=O)N/N=C/c1cc(Cl)cc(Cl)c1O)NCc1ccccc1
    -7.6 | i
Cc1cc(Cl)ccc1OCc1n[nH]c(=S)n1C1CCCCC1
    1.1 | i
COC(=O)C1OC(OC2CC[C@]3(C)C(CC[C@@]4(C)[C@@H]3CC=C3[C@@H]5CC(C)(C)CC[C@]5(C(=O)OC5OC(CO)C(O)C(O)C5O)CC[C@]34C)C2(C)C)C(O)C(O)C1O[C@H]1OCC(O)C(O)C1O (stereo partly drawn)
    15.6 | /
CCSCC1COC(c2cccn2Cc2ccc(C)cc2)=N1 (stereo not drawn)
    -32.4 | i
Cc1cccc(N2C(=O)/C(=C\c3ccc(OC(F)F)cc3)c3ccccc3C2=O)c1
    -18.9 | i
Cc1cc(OCCCC(=O)NNC(=O)c2ccncc2)ccc1Cl
    -6.6 | i
COc1ccc(-n2c(=O)c3ccccc3n(Cc3cccc(C)c3)c2=O)cc1OC
    -28.0 | i
CCOc1ccccc1Nc1nc2ccccc2[nH]1
    -19.5 | i

Bioassay records: PubChem BioAssay, several laboratories
